# Compound activity deposited in PubChem BioAssay by National Center for Advancing Translational Sciences (NCATS).
# A-T KAP1 phos: potential ataxia-telangiectasia treatments restoring KAP-1 phosphorylation; AID 485349; Potency, µM (series often up to 57.5 µM), without a hit: at the highest dose activation, actives largely listed as activators; […] A-T fibroblasts, KAP-1 phosphorylation AlphaLISA; neocarzinostatin DNA damage 30 min before lysis; 320,000 compounds, 0.19% hits; note: potency is the fitted concentration of half-maximal effect; % of control where 0% means no effect; nearly all actives have a fitted effect of over 45% in size
#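 ATM-like activity read as KAP-1 phosphorylation via AlphaLISA donor/acceptor antibody pairs after lysis and 6 hr at 25C. Cells were ATM-null patient fibroblasts ([…], hTERT), dosed 60 min, then exposed to the DSB inducer NCS for 30 min.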
# CXXC DNA block: blocks binding of human MLL CXXC domain to DNA | Q03164 | Potency, µM (series often up to 115 µM), inactives show at the highest dose activity change, negative = inhibition, hits mostly inhibitors | MLL-CXXC / FITC-HOXA9 DNA fluorescence polarization | 290,000 compounds, 0.037% hits; active = well fitted inhibition curve with a large enough effect in the polarisation, with a control signal flat, not every such curve was filed as active; inconclusive = small, poorly fitted or top-dose-only effect, or effect the other way, or a change in a side signal; inactive = no such curve, though single readings can be large or run the other way; the % refers to the polarisation; note: potency is the fitted concentration of half-maximal effect
#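 Purified MLL-CXXC (added from a 7 uM solution) was preincubated 5 min at ambient with pinned compounds in 50 mM Tris-HCl pH 7.5, 50 mM NaCl, 1 mM DTT, 0.05% BSA. Fluorescein-labeled HOX-A9 DNA (50 nM solution) followed, 30 min, then polarization read.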
# TRPV1 ag: activates the human vanilloid receptor TRPV1 | Q8NER1 | TRPV1-expressing cells, Fluo-8 calcium influx, agonist mode | activation, % at 8.33 µM | 320,000 compounds, 0.19% hits; in the data active = activation above about 80%; inconclusive = between about 30% and that limit; note: 0% is about no effect
#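 Fluo-8 calcium influx in TRPV1-expressing cells, kinetic read (ex 480/em 520 nm). Compound added and read 3 min for agonist activity, followed by capsaicin at EC20 final and 2 min further read for enhancement.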
# MBNL1 CUG block: blocks human MBNL1 binding to CUG repeat RNA. AID 2675. TR-FRET MBNL1-His/biotin-(CUG)12 binding, 665/545 ratio. Potency, µM (top dose mostly 57.5 µM), for inactives: top-dose activity change, negative = inhibition, most hits filed as inhibitors. Q9NR56. 280,000 compounds, 0.036% hits; active = well fitted inhibition curve with a large enough effect in the signal ratio, with a control signal flat, not every such curve was filed as active; inconclusive = small, poorly fitted or top-dose-only effect, or effect the other way, or a change in a side signal; inactive = no such curve, though single readings can be large or run the other way; the % refers to the signal ratio; note: potency is the fitted concentration of half-maximal effect; % is set by controls: 0 for no effect and ±100 for the full control effect
# Target sequence (Q9NR56 whole entry, looked up): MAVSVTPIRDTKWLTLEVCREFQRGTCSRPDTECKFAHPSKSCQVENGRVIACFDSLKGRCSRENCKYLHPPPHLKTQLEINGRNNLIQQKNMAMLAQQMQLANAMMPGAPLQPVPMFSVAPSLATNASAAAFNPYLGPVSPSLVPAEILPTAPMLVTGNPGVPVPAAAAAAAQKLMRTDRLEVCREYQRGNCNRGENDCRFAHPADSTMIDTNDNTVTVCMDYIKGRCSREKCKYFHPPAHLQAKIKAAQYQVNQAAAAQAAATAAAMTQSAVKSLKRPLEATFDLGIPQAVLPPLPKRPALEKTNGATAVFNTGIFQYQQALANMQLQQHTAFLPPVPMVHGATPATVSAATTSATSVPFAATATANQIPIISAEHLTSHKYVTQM
#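 Compound titration spanned 92 nM–58 uM against the MBNL1-His/biotin-(CUG)12 complex. After 60 min at room temperature with 5 nM streptavidin-XL665 and 0.055 ng/ul terbium anti-His, ratiometric 665/545 nm emission (Ex 340 nm) normalized to controls.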
# a7 integrin act: integrin-mediated muscular dystrophy alleviation activation. alpha7betagal myoblasts, beta-gal FDG fluorescence, 48 h. Potency, µM (series often up to 38.3 µM), inactives show at the highest dose activation, hits mostly activators. 350,000 compounds, 0.064% hits;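 note: potency is the fitted concentration of half-maximal effect; 100% = response of the positive control SU9516; nearly all actives have a fitted effect of over 60% in size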
#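 alpha7betagal+/- myoblasts (passage 13, 250/well) treated 48 h at 37C with compounds at 1:260 dilution of DMSO stock. Lysed, then beta-galactosidase activity read as FDG fluorescence (ex 480/em 540) after 30 min, with pre-read for autofluorescence.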
# KCNH2 WT inh: blocks the wildtype human KCNH2 potassium channel; U2OS, BacMam KCNH2, thallium flux FluxOr; hits give low values; activity change, % at 1.84 µM; 340,000 compounds, 0.37% hits; AID 720551;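 active = maximum activity change below -70%; inconclusive = maximum activity change between -70% and -50%; inactive = maximum activity change above -50%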; note: % is set by controls: 0 for no effect and ±100 for the full control effect
#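 U2OS cells were transduced with wild-type KCNH2 virus (2.03 x 10^8 / mL) for 4 h at room temperature, then cultured overnight at 37 C. Thallium flux was read with FluxOr dye. Rate constants were normalized to DMSO controls.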
# Coupling enz: inhibits coupling enzyme system, counter-screen for aldolase hits. coupling enzyme system counterscreen, AmpLite Red fluorescence. activity change, negative = inhibition, % at 58.2 µM, hits read low. 290,000 compounds, 0.67% hits; in the data active = activity change below about -30%; note: % is set by controls: 0 for no effect and ±100 for the full control effect
#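 Final compound at 57.5 uM, incubated 10 min at RT with coupling enzyme reagent (glyceraldehyde-3-phosphate), then 20 min with substrate and AmpLite Red detection. Fluorescence read at 525/598 nm; tests interference with the coupling assay, not aldolase inhibition.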
# GALK inh: galactokinase (human) inhibition; P51570; Purified GALK, Kinase-Glo residual ATP luminescence; Potency, µM (highest dose often 57.5 µM), without a hit: top-dose activity change, negative = inhibition, actives largely listed as inhibitors; 270,000 compounds, 0.007% hits; note: potency is the fitted concentration of half-maximal effect; % is set by controls: 0 for no effect and ±100 for the full control effect
# Target sequence (P51570 whole entry, looked up): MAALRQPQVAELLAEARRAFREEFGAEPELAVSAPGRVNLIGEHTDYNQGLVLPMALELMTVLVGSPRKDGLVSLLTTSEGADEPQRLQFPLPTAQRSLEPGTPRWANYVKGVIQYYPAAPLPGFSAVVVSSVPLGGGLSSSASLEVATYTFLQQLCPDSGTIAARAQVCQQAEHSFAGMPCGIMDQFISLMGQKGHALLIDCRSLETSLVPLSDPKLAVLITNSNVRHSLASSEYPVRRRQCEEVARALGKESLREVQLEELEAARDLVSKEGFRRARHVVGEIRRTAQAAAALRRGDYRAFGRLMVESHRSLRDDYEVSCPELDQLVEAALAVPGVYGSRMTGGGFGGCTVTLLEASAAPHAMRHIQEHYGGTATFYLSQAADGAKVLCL
#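 The enzyme phosphorylates galactose (100 uM) using ATP (35 uM); inhibition is detected as higher residual ATP, quantified by bioluminescence after 1 h reaction at room temperature, pH 8.0.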
# KCNH2 3.1 inh: inhibitors of human KCNH2 3.1 potassium channel isoform; U2OS KCNH2 3.1, thallium flux FluxOr; hits give low values; activity change, % (tested at about 1.8 µM); 340,000 compounds, 0.95% hits; AID 720553;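 active = maximum activity change below -70%; inconclusive = maximum activity change from -70% to -50%; inactive = maximum activity change above -50%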;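 note: thallium influx rate constant from kinetic fluorescence after stimulation buffer; % is set by controls: 0 for no effect and ±100 for the full control effect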
#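 FluxOr-based Tl+ influx in U2OS cells transduced with KCNH2 3.1 virus; rate constants normalized to DMSO controls.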
# S-ASM inh: blocks human secretory acid sphingomyelinase | AID 504937 | Potency, µM (series often up to 57.5 µM), without a hit: at the highest dose activity change, negative = inhibition, most hits filed as inhibitors | 340,000 compounds, 0.006% hits | P17405 | placental ASM, HMU-PC fluorogenic substrate, 60 min; note: potency is the fitted concentration of half-maximal effect
#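 HMU-PC0 cleavage (9 uM final) by human placental ASM, 60 min at 37 °C following 10 min compound exposure at RT; stopped at pH 10, fluorescence Ex 386/Em 447 nm.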
# Active calls of the source: *; u = inconclusive; x = not tested or not shown; [ ] = another dose, or the depositor's remark. Unless noted, calls come from the whole dose curve; as a rule, active = well fitted curve in the direction sought with a large enough effect; inconclusive = small, poorly fitted or top-dose-only effect, or another doubt; inactive = no such curve, though single readings can be large; an effect the other way counts as inactive or inconclusive. Not a hit list; any-hit rate near 2%.
item | SMILES | A-T KAP1 phos | CXXC DNA block | TRPV1 ag | MBNL1 CUG block | a7 integrin act
1 | COc1ccc(C2SCC(=O)N2c2c(C)n(C)n(-c3ccccc3)c2=O)c(OC)c1 (stereo not given) | 8% | 5% | -3 | -2% | 15%
2 | c1ccc(COn2c(-c3ccccc3)nc3c2CCc2nonc2-3)cc1 | 4% | 14% | u | -2% | -12%
3 | COc1cc(C(=O)NCC(=O)OCn2nnc3ccccc3c2=O)cc(OC)c1OC | 1% | 6% | 1 | 5% | 11%
4 | Oc1ccc2[nH]cnc2c1CN1CCCCC1 | -6% | 3% | 2 | -13% | 13%
5 | CCOc1ccccc1C(=O)N/N=C/c1coc2ccc(Cl)cc2c1=O | 8% | 25% | 5 | -3% | -15%
6 | Cc1c(/C=N\NC(=O)c2ccc([N+](=O)[O-])cc2)cnn1C | -18% | 14% | 18 | u | -6%
7 | O=C1C(Cl)=C(NCC2CCCO2)C(=O)N1Cc1ccccc1 (stereo not given) | 29% | -5% | u | u | -40%
8 | Cc1nc2sc(C(c3cccs3)N3CCN(Cc4ccccc4)CC3)c(O)n2n1 (stereo not given) | -4% | -5% | -3 | 9% | 31%
9 | CCOC(=O)c1cc(=O)cc(C(=O)OCC)o1 | -8% | 7% | -1 | u | -13%
10 | COC(=O)c1scc(C)c1NC(=O)C(Cl)c1ccccc1 (stereo not given) | 3% | -3% | -6 | -4% | -14%

item | KCNH2 WT inh | Coupling enz | GALK inh | KCNH2 3.1 inh | S-ASM inh
1 | 1 | 1 | 1% | -4 | 6%
2 | 0 | 3 | 2% | 0 | -2%
3 | -8 | 4 | 2% | -4 | 1%
4 | -27 | -5 | 1% | 0 | 3%
5 | -3 | x | -5% | -5 | -3%
6 | -7 | 5 | 2% | -13 | 2%
7 | -11 | 3 | 1% | 1 | 2%
8 | 16 | 4 | 1% | -3 | 7%
9 | -5 | 0 | -2% | 17 | 3%
10 | 5 | -1 | 8% | -1 | -1%

# Going on with the list:
item | SMILES | A-T KAP1 phos | CXXC DNA block | TRPV1 ag | MBNL1 CUG block | a7 integrin act
11 | O=C(COC(=O)c1cc(=O)[nH]c2ccccc12)Nc1ccc(F)cc1 | 9% | x | x | x | 0%
12 | CC(=O)Oc1ccc(OC(C)=O)c(SCCCCCCl)c1 | -5% | 18% | 5 | -21% | -62%[inhibitor]
13 | O=C(NCc1ccc(F)cc1)C(=O)NCC1OCCCN1S(=O)(=O)c1cccs1 (stereo not given) | 1% | 16% | 4 | 4% | u
14 | Cc1cc(Cl)ccc1NC(=O)COC(=O)c1cc([N+](=O)[O-])ccc1N1CCOCC1 | -5% | x | 0 | x | -18%
15 | CCOC(=O)CN(C(=O)CSc1nnc(CNc2ccc(C)cc2C)o1)c1ccccc1 | 3% | 3% | 3 | 2% | -6%
16 | Cc1ccc(NC(=O)CN(C)C(=O)c2sc3cc(Cl)ccc3c2Cl)cc1 | x | x | -8 | x | 32%
17 | O=C(Nc1ccc(NC(=O)C2CCCCC2)cn1)c1ccco1 | 13% | -12% | 0 | 11% | 8%
18 | CC(C)OC(=O)NCCOC(=O)Nc1ccccc1Cl | 1% | 11% | 22 | -4% | -7%
19 | Cc1cc(C)nc(OC(=O)c2c(Cl)cc(Cl)cc2Cl)n1 | 3% | 49%[activator] | 5 | 0% | -12%
20 | COc1ccc(Br)cc1CNC(=O)Nc1cccs1 | 3% | 0% | u | -2% | 11%

item | KCNH2 WT inh | Coupling enz | GALK inh | KCNH2 3.1 inh | S-ASM inh
11 | -11 | x | x | 33 | 1%
12 | 3 | -1 | 0% | -1 | -3%
13 | -4 | -2 | -2% | 12 | 7%
14 | -12 | x | x | 10 | -11%
15 | -8 | -3 | 4% | 8 | -1%
16 | 3 | x | x | -6 | x
17 | -9 | 5 | 2% | 7 | 2%
18 | -3 | -2 | -1% | 15 | -1%
19 | 4 | -2 | -2% | 13 | 1%
20 | 2 | 0 | -3% | -17 | -1%

# (list continues)
item | SMILES | A-T KAP1 phos | CXXC DNA block | TRPV1 ag | MBNL1 CUG block | a7 integrin act
21 | N=C1/C(=C/c2ccc(Br)o2)C(=O)N=C2SC(CC(=O)N3CCCC3)=NN12 | -5% | 6% | -5 | 6% | 20%
22 | CCOC(=O)C1(Cc2cccc(OC)c2)CCN(C(C)CC(C)(C)O)CC1 (stereo not given) | -11% | u | 19 | -3% | -19%
23 | Cc1cc(C)n(-c2ccc(C(C)C)cc2)c(=O)c1C#N | 1% | -11% | -1 | -5% | 23%
24 | Cc1nnsc1C(=O)N1CCN(c2cc(C(F)(F)F)ccn2)CC1 | -5% | -11% | 6 | -7% | 0%
25 | COc1ccc(-c2nc3cc(C)ccn3c2NCc2ccc3c(c2)OCO3)cc1 | 5%[11.5 µM] | 5% | u | 7% | 11%
26 | COc1cc(C(C(=O)NC(C)(C)C)N(C(=O)CNC(=O)c2cccs2)c2ccccc2)cc(OC)c1OC (stereo not given) | -1% | -8% | 2 | -3% | 0%
27 | O=C(Cc1ccc(O)cc1)NCCNC(=S)NCc1ccccc1 | -4% | -8% | 8 | -7% | -21%
28 | Cc1cnccc1CN(C)C(=O)C1CCC(=O)N(Cc2ccccc2F)C1 (stereo not given) | 13% | 2% | 6 | -7% | 14%
29 | CCOc1ncccc1C(=O)NCCc1c[nH]c2ccccc12 | 18% | 24% | 15 | -13% | 8%
30 | O=C(C1=C(O)C(=O)N(CCN2CCOCC2)C1c1ccco1)c1cc2ccccc2o1 (stereo not given) | 14% | 11% | 0 | u | -24%

item | KCNH2 WT inh | Coupling enz | GALK inh | KCNH2 3.1 inh | S-ASM inh
21 | -12 | 13 | -1% | -3 | -12%
22 | 10 | 8 | 2% | 5 | 3%
23 | 1 | 1 | 1% | 15 | 1%
24 | -2 | -1 | -1% | 6 | 5%
25 | -83* | -1 | 1% | -81* | 64%[activator]
26 | -4 | -1 | 1% | -7 | 41%
27 | -6 | 3 | 11% | -8 | 1%
28 | 7 | x | 6% | 4 | 9%
29 | 4 | -1 | 5% | 4 | -3%[11.5 µM]
30 | 16 | x | -13% | 9 | -2%

# (further entries)
item | SMILES | A-T KAP1 phos | CXXC DNA block | TRPV1 ag | MBNL1 CUG block | a7 integrin act
31 | COc1cc(CNc2ccc3[nH]c(=O)[nH]c3c2)ccc1OCc1ccc(F)cc1 | -4% | 14% | u | -3% | 10%
32 | c1ccc(-c2noc(-c3cccs3)n2)nc1 | 0% | -9% | 2 | 4% | 22%
33 | Cn1cccc1/C=N/n1c(-c2ccc(Cl)cc2)n[nH]c1=S | -6% | -8% | 2 | -2% | -16%
34 | CS(=O)(=O)N(CC(=O)N1CCOCC1)c1ccc2c3c(cccc13)CC2 | -1% | -3% | 2 | 19% | 3%
35 | O=S(=O)(Nc1ccc(-n2cnnn2)cc1)c1ccc(F)c(F)c1F | -38% | 5% | 0 | -1% | -7%
36 | COc1ccc(NC(=O)N(C)C[C@H]2Oc3ccc(NC(=O)NC(C)C)cc3C(=O)N([C@H](C)CO)C[C@@H]2C)cc1 | 7% | x | x | x | -1%
37 | CN(C)S(=O)(=O)c1ccc(Cl)c(NC(=O)CN2CCC(Cc3ccccc3)CC2)c1 | -9% | 4% | 17 | -7% | -11%
38 | COc1cc(S(=O)(=O)N2CCOCC2)ccc1NC(=O)COc1ccc(N(C)S(=O)(=O)c2ccc(C)cc2)cc1 | 1% | -1% | -2 | -2% | u
39 | COc1ccccc1CNC(=O)C1CC(c2ccc([N+](=O)[O-])cc2)=NO1 (stereo not given) | 1% | 8% | 3 | u | -21%
40 | CC(NC(=O)C(c1ccccc1)c1ccccc1)c1ccccc1 (stereo not given) | x | x | x | x | -12%

item | KCNH2 WT inh | Coupling enz | GALK inh | KCNH2 3.1 inh | S-ASM inh
31 | -5 | 0 | -3% | 5 | 0%
32 | -6 | 0 | 4% | -13 | 2%
33 | -1 | 3 | 0% | 13 | 3%
34 | -4 | -1 | 0% | -13 | 9%
35 | -2 | 4 | 3% | 4 | -2%
36 | 7 | x | x | -2 | -1%
37 | 4 | -4 | 2% | 10 | -2%
38 | -3 | 2 | 4% | -19 | -2%
39 | 4 | 1 | 2% | 9 | -4%
40 | 2 | x | x | -8 | 0%
